# RAD52 inh = blocks human RAD52 DNA annealing. inhibition, % at 18.7 µM. recombinant RAD52 DNA annealing, FRET fluorescence. hit rate 0.46% among 360,000. P43351;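 active = every replicate showing at least 50% inhibition; inconclusive = mean inhibition at least 50% but not in every replicate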
# esBAF inh = SWI/SNF esBAF complex inhibition. mouse ES cells, Bmi1-luciferase knock-in reporter, 24 h; 100% = twice the neutral-well signal. reporter increase, % at 12.5 µM. hit rate 2% among 350,000. AID 602393; in the data active = activation above about 40%; inconclusive = no clear call, values can overlap the other calls;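 note: 0% = median of the plate's neutral control wells and 100% = double that signal; a rise in the Bmi1 reporter signal indicates esBAF inhibition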
# RAD54 inh = blocks human RAD54 Holliday junction branch migration; Q92698; FAM/BHQ fluorescence; inhibition, % at 10.4 µM; hit rate 0.14% among 360,000; AID 602329;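 active = mean normalized replicate activity at least 40 and at least half of replicates scoring 40 or more; inconclusive = only one of the two criteria met; inactive = mean below 40 and under half of replicates reaching 40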;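 note: 0% = median of neutral control wells and 100% = median of positive control wells; inhibitors cause a drop in the FAM fluorescence signal; in these data hits start at about 50%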
# E-sel inducer = E-selectin induction on HUVECs; P16581; HUVEC E-selectin immunofluorescence imaging; normalized: neutral wells 0, TNF-alpha wells 100; activation, % at 7.58 µM; hit rate 0.37% among 260,000;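 active = mean E-selectin-positive cell signal at least 10% of the positive control, reached in at least 60% of replicates, without over 20% cell loss; inconclusive = no rule given, readout overlaps actives, possibly toxicity-flagged; inactive = the rest, including those meeting only one limit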;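 note: in these data hits start at about 27%; measured in HUVEC primary endothelial cells; signal is the percent of cells scored E-selectin positive by PE staining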
#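 Read-out: % PE-positive cells | Test system: HUVEC | Doses: One compound dose added by pin transfer | Buffer or medium: EGM-2 over gelatin coat | Signal: Immunofluorescence imaging | Benchmarks: TNF-alpha, DMSO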
# Casp6 inh = blocks human caspase-6 cleavage activity | P55212 | purified caspase-6, Z-VEID-R110 cleavage fluorescence | inhibition, % at 12.5 µM | hit rate 0.53% among 350,000 | AID 686996;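 active = mean inhibition across replicates at least about 35%, with every replicate also reaching that limit, limit read from the data; inconclusive = only one of the two criteria met; inactive = neither criterion met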;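 note: 0% = median of neutral control wells and 100% = no fluorescence left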
# Target sequence (P55212 24-179 limits assumed): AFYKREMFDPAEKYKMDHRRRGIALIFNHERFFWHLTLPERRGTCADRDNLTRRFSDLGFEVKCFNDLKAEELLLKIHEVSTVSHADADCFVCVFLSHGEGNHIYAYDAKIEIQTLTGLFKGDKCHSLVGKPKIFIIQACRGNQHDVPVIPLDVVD
# Target sequence (P55212 194-293 limits assumed): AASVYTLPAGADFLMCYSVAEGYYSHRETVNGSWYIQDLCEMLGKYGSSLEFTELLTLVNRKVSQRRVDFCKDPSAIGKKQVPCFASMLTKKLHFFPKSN
# ERp5 block = inhibitors of human ERp5; Q15084; ERp5 insulin aggregation, absorbance 650 nm, 90 min; inhibition, % at 9.99 µM; hit rate 0.05% among 350,000; AID 651711;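 active = mean replicate inhibition above about 25%, with every replicate also reaching it, limit read from the data, passing the limit was not always enough; inconclusive = only one of those two criteria met; inactive = neither criterion met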
# Target sequence (Q15084 whole entry, looked up): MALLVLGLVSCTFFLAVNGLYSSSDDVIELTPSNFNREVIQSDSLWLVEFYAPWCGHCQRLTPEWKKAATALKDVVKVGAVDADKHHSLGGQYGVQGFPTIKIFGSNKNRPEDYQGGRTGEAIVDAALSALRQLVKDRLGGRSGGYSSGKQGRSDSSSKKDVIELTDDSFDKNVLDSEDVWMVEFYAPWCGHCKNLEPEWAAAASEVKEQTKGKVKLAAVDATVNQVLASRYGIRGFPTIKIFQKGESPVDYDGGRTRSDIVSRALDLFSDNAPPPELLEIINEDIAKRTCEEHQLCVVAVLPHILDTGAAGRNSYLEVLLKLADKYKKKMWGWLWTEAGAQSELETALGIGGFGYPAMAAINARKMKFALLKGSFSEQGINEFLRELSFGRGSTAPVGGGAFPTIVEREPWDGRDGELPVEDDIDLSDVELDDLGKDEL
# PglD inh = PglD (C. jejuni) enzyme inhibition | inhibition, % at 12.5 µM | hit rate 0.098% among 360,000 | AID 602405 | purified PglD enzyme, DTNB colorimetric CoA detection; in the data active = inhibition above about 16%, passing the limit was not always enough; inconclusive = no clear call, values can overlap the other calls; note: strong numbers were not always called active
# ARNT-TACC3 inh = disruptors of human ARNT/TACC3 interaction. Q9Y6A5. AlphaScreen His-ARNT PAS-B/GST-TACC3 binding, luminescence; TACC3 fragment carries E629A point mutation. inhibition, % at 9.99 µM. hit rate 0.66% among 390,000. AID 623870;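 active = mean inhibition of replicates at least 50% and at least half of replicates each reaching 50%; inconclusive = half or more replicates reach 50% but mean below 50%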;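 note: 0% = complete ARNT plus TACC3 wells and 100% = ARNT alone without TACC3; many hits fall short of the cut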
# An asterisk follows results filed as active; u = inconclusive; x = no result given.
SMILES,RAD52 inh,esBAF inh,RAD54 inh,E-sel inducer,Casp6 inh,ERp5 block,PglD inh,ARNT-TACC3 inh
N#Cc1ccc(NC(=O)c2sc3cc(C(F)(F)F)cnc3c2-c2cccs2)cc1,x,2,-6,x,x,x,0,1
S=C(Nc1cccc2ccccc12)NN1CCCCCC1,1,-1,6,1.9,2,3,0,-7
Cn1c(COc2ccccc2)nnc1SCC(=O)NNC(=O)C1CCCCC1,2,x,x,3.1,0,0,x,-4
C[C@H](CO)N1C[C@H](C)[C@H](CN(C)S(=O)(=O)c2ccccc2)Oc2cc(Br)ccc2S1(=O)=O,23,4,-2,-0.2,3,2,0,0
COc1ccc(NC(=S)N(Cc2ccc(Cl)cc2)Cc2ccc(C(=O)O)cc2)cc1Cl,-4,-9,-1,0.1,1,5,-1,8
O=C(CNC(=O)N1CC(=O)Nc2ccccc21)NCc1ccccc1,-18,-2,5,x,-1,1,1,1
Cc1cc(C(=O)N/N=C/c2cccc(OC(=O)c3ccco3)c2)n[nH]1,x,19,-2,x,x,x,6,-8
COc1ccc(NC(=O)N[C@@H]2C=C[C@@H](CC(=O)NC3CCCCC3)O[C@@H]2CO)cc1,9,3,0,-0.3,0,-1,-1,-8
C[C@@H]1CCCCO[C@H](CN(C)C(=O)C2CCCCC2)[C@H](C)CN([C@@H](C)CO)C(=O)c2cc(NS(=O)(=O)c3cccs3)ccc2O1,3,4,16,-0.1,5,2,2,x
CCOC(=O)c1c(C)[nH]c(N=Nc2cccc(C)c2)c1C,x,79*,1,x,x,x,-2,36*
COc1ccc(C(CCNCc2ccccc2F)c2ccc(F)cc2)cc1 (centres undefined),-33,x,x,x,1,1,x,2
COc1ccc(C(=O)N2N=C(c3cccs3)CC2c2ccccc2O)cc1 (centres undefined),-34,6,0,x,-1,2,-4,4
Nn1cnn(Cc2ccccc2)c1=S,x,-8,-8,x,x,x,-3,-4
COc1ccccc1OCCN1C(=O)S/C(=C\c2ccco2)C1=O,x,20,-11,x,x,x,-3,17
COc1ccc(CCNC(=O)CNC(=O)c2ccccc2Br)cc1OC,-10,-6,4,x,-1,1,-10,-4
Cc1ccc(C(C)C)cc1S(=O)(=O)Nc1ccncc1,-21,-1,x,-0.2,-5,1,x,-24
Cc1cc(=O)[nH]c2ccc(Cl)cc12,x,-4,-8,x,x,x,-2,-3
COc1ccc(O)c(C(=O)c2cnc3c(c2)c(=O)[nH]c(=O)n3C)c1,x,x,-16,2.5,x,x,6,-21
COc1cccc(NC(=O)C[C@@H]2CC[C@@H]3[C@@H](COc4ccc(NC(C)=O)cc4C(=O)N3C)O2)c1,6,1,-10,0.0,-2,3,1,-1
CN(C)S(=O)(=O)c1cccc(NC(=O)CNCC2CCCCC2)c1,-10,x,x,5.1,-3,-8,x,-2
O=C(CSc1c2c(nc3cc(Cl)ccc13)CCCC2)NCc1ccco1,x,1,-10,x,x,x,2,-1
Cc1cc(C)c2nc(N3CCCC3)c(C#N)cc2c1,x,3,10,x,x,x,-5,15
C[C@@H]1CCCCO[C@@H](CN(C)Cc2ccc(C(=O)O)cc2)[C@H](C)CN([C@@H](C)CO)C(=O)c2cc(NC(=O)Cc3ccccc3)ccc2O1,-3,0,-2,-0.1,0,-1,-1,-4
COCC(C)NC(=O)c1cc(S(=O)(=O)N2CCCCC2)ccc1N1CCOCC1 (centres undefined),-6,-8,8,-0.7,-4,1,-8,x
Cc1cc(C(=O)Nc2cccc3c2O[C@H](CN(C)S(=O)(=O)c2ccc(F)cc2)[C@@H](C)CN([C@@H](C)CO)C3=O)n(C)n1,-1,1,3,-12,-1,11,2,-1
CCCCn1c(N)c(N(Cc2ccccc2OC)C(=O)C(C)Oc2ccc(Br)cc2)c(=O)[nH]c1=O (centres undefined),-16,-9,-8,-0.2,0,-10,0,-5
COC(=O)c1cc(OC)c(OC)cc1NC(=O)Nc1ccccc1OC,x,-6,0,x,x,x,-1,0
C[C@H](CO)N1C[C@H](C)[C@H](CN(C)Cc2ccc3c(c2)OCO3)Oc2ccc(NS(=O)(=O)c3cccs3)cc2C1=O,8,-8,0,0.1,0,-1,9,-1
N#C[C@H]1N[C@@H](CO)[C@H]1c1ccc(C#CC2CCCCC2)cc1,3,-3,5,0.4,-4,-1,1,1
C[C@H](CO)N1C[C@H](C)[C@H](CN(C)C(=O)[C@H]2CCCN2C)OCc2ccccc2-c2ccccc2C1=O,-4,-1,4,-0.1,2,2,-1,-13
COc1ccc(-n2c(=S)[nH]c3cc(C(=O)N(C)Cc4ccccc4)ccc3c2=O)cc1,-11,7,12,x,0,-1,-5,6
COc1ccc(NS(=O)(=O)c2c(C)n(C)c(=O)n(C)c2=O)cc1OC,11,2,-5,0.9,0,1,-2,-4
CCNc1nc(SCc2ccccc2)nc(N2CCOCC2)n1,x,-1,-4,x,x,x,2,-7
O=C(NCCN1CCN(c2ccccc2)CC1)c1ccc2c(c1)[nH]c(=S)n1c3ccccc3nc21,-18,x,x,0.2,-3,-7,x,-13
C[C@H](CO)N1C[C@H](C)[C@@H](CN(C)C(=O)CCC(F)(F)F)OCCCC[C@H](C)Oc2ccc(N(C)C)cc2C1=O,-3,1,-5,0.0,-1,2,1,2
CCNC(=O)C1(C)CCCN(C(=O)c2cc3ccccc3s2)C1 (centres undefined),-2,1,5,0.3,3,3,1,x
Cc1cnnc2c1-c1no[n+]([O-])c1CC2,x,-5,-3,x,x,x,-2,-4
O=C(COC(=O)CN1C(=O)NC2(CCCC2)C1=O)Nc1ccccc1C(F)(F)F,-17,0,-17,-0.4,-2,-2,-4,3
O=C(NC[C@H]1[C@@H](c2ccccc2)[C@H](CO)N1C(=O)Cc1cccnc1)C1CC1,-2,-4,6,0.0,-2,4,1,-9
COc1ccc(/C=N\NC(=O)c2ccccc2F)cc1COc1ccc(F)cc1,-1,-5,-2,0.4,2,3,-4,3
CO[C@H](CN(C)S(=O)(=O)c1cccc(Cl)c1)[C@H](C)CN(C(=O)Nc1ccccc1F)[C@@H](C)CO,1,3,-2,0.1,2,1,-2,1
C/C=C/C(=O)OCC(=O)Nc1ccc(SC(F)F)cc1,-20,2,-10,x,-1,2,0,1
COc1ccc(Cl)cc1C(=O)NNC(=O)c1nn(C)c(=O)c2ccccc12,-14,4,-2,-0.4,1,2,5,2
CCCc1nc2c3ccccc3ccn2c1CC(C)(C)C,-22,-12,-1,-1.5,-2,-1,10,x
CCn1cc(C(=O)NCCc2ccccc2)c(=O)c2cc(S(=O)(=O)N(C)C)ccc21,-7,0,8,x,4,4,2,-1
COc1ccc(-n2nc(C(=O)NCC(=O)N3CCN(C)CC3)c3ccccc3c2=O)cc1,-17,-10,-1,x,-4,2,0,-3
Cc1cc(Cl)cc2sc(=S)[nH]c12,-10,1,-2,1.5,0,-10,-2,-2
O=[N+]([O-])c1cc(NS(=O)(=O)c2ccc(Cl)nc2)ccc1Cl,-9,-34,-3,0.3,-2,2,2,0
Cc1ccc(OCCn2c(CCNC(=O)C(C)C)nc3ccccc32)cc1,x,-6,-6,x,x,x,11,1
CC(=O)N1[C@@H]2c3ccc(C4=CCCCC4)c(=O)n3C[C@H]1[C@H](CO)[C@H]2C(=O)N[C@H](C)c1ccccc1,17,-1,-16,0.2,0,1,3,18
# Other results follow:
SMILES,RAD52 inh,esBAF inh,RAD54 inh,E-sel inducer,Casp6 inh,ERp5 block,PglD inh,ARNT-TACC3 inh
CCOc1ccc(-c2cc(C(=O)N3CCN(c4ccccn4)CC3)c3ccccc3n2)cc1,-6,u,0,x,1,-8,0,-3
CN1CC(c2ccccc2)C2(SC(=S)N(Cc3ccco3)C2=O)C12C(=O)Nc1ccccc12 (centres undefined),x,-1,5,x,x,x,-3,9
CCc1ccc(C2C(C(C)=O)=C(C(=O)OC)Nc3nnnn32)cc1 (centres undefined),x,8,-4,x,x,x,-1,-1
COCc1cc(N2CCN(C(=O)OC(C)(C)C)C[C@@H]2C)ccc1N1C[C@@H](C)O[C@@H](C)C1,-7,x,x,-0.4,-2,4,x,x
S=C(NCCCN1CCOCC1)Nc1ccc(-c2nc3ccccc3[nH]2)cc1,-18,22,x,3.5,-7,0,x,-8
CCSc1nc2c(c(=O)[nH]c(=O)n2C)n1CC(O)COc1ccccc1 (centres undefined),8,x,x,x,-2,-3,x,-1
CN(Cc1nc2ccccc2n1C)C(=O)c1ccco1,-4,-5,2,-0.5,0,-3,-1,0
CC(C)NC(=O)C1(C)CCCN1C/C=C/c1ccccc1 (centres undefined),-4,4,14,3.4,-2,0,-1,x
O=C(c1ccccc1F)N1CC(=O)N2[C@@H](CO)[C@H](c3ccc(C#Cc4ccccc4)cc3)[C@@H]2C1,-36,x,x,-0.1,1,-2,x,x
O=C(c1ccco1)N1CCc2[nH]nc(-c3ccc(Cl)cc3)c2C1,-5,-4,15,x,1,10,-2,13
CSCCC(NC(=O)COc1ccccc1)C(=O)N(C)CC(=O)Nc1ccc(Cl)cc1 (centres undefined),1,4,4,x,1,-1,-4,1
C[C@@H]1CN([C@H](C)CO)C(=O)c2cc(NC(=O)c3ccccc3)ccc2O[C@@H](C)CCCCO[C@@H]1CN(C)CC1CCCCC1,2,4,2,0.0,4,-5,-2,-14
CC(C)C[C@H]1CNC(=S)N1CC1CCCN1C[C@H](CC(C)C)N1C[C@H](CC(C)C)N(CCc2ccccc2)C1=S (some centres undefined),-25,5,8,-0.2,0,-1,4,-16

# Among those listed so far, 11 have an NH in an aromatic ring.
SMILES,RAD52 inh,esBAF inh,RAD54 inh,E-sel inducer,Casp6 inh,ERp5 block,PglD inh,ARNT-TACC3 inh
Cc1cc(C(=O)N/N=C/c2cccc(OC(=O)c3ccco3)c2)n[nH]1,x,19,-2,x,x,x,6,-8
CCOC(=O)c1c(C)[nH]c(N=Nc2cccc(C)c2)c1C,x,79*,1,x,x,x,-2,36*
Cc1cc(=O)[nH]c2ccc(Cl)cc12,x,-4,-8,x,x,x,-2,-3
COc1ccc(O)c(C(=O)c2cnc3c(c2)c(=O)[nH]c(=O)n3C)c1,x,x,-16,2.5,x,x,6,-21
CCCCn1c(N)c(N(Cc2ccccc2OC)C(=O)C(C)Oc2ccc(Br)cc2)c(=O)[nH]c1=O (centres undefined),-16,-9,-8,-0.2,0,-10,0,-5
COc1ccc(-n2c(=S)[nH]c3cc(C(=O)N(C)Cc4ccccc4)ccc3c2=O)cc1,-11,7,12,x,0,-1,-5,6
O=C(NCCN1CCN(c2ccccc2)CC1)c1ccc2c(c1)[nH]c(=S)n1c3ccccc3nc21,-18,x,x,0.2,-3,-7,x,-13
Cc1cc(Cl)cc2sc(=S)[nH]c12,-10,1,-2,1.5,0,-10,-2,-2
S=C(NCCCN1CCOCC1)Nc1ccc(-c2nc3ccccc3[nH]2)cc1,-18,22,x,3.5,-7,0,x,-8
CCSc1nc2c(c(=O)[nH]c(=O)n2C)n1CC(O)COc1ccccc1 (centres undefined),8,x,x,x,-2,-3,x,-1
O=C(c1ccco1)N1CCc2[nH]nc(-c3ccc(Cl)cc3)c2C1,-5,-4,15,x,1,10,-2,13
